Source: PubChem BioAssay (NCI)
bub3 – NCI yeast anticancer drug screen, S. cerevisiae bub3 mutant strain; % growth inhibition at 50 µM; actives 9.9% (n = 78,000);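 also: 0% = growth of vehicle-only cultures of the same strain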
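Steps: expose the mutant yeast strain to compound; grow alongside vehicle-treated cultures; measure growth; express inhibition against the vehicle cultures.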
yeast sgs1 mgt1 – NCI yeast anticancer drug screen, S. cerevisiae sgs1 mgt1 strain; actives 10% (n = 78,000); AID 161; growth inhibition, % at 50 µM;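 also: 0% = growth of vehicle-only cultures of the same strain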
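Inhibition of yeast growth, normalised to vehicle-treated controls, is reported for a strain bearing genetic alterations in DNA damage repair.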
mlh1 rad18 – NCI yeast anticancer drug screen, S. cerevisiae mlh1 rad18 strain. actives 11% (n = 79,000). % growth inhibition at 50 µM;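 also: 0% = growth of vehicle-only cultures of the same strain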
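In this whole-cell yeast screen, a strain with altered DNA damage repair is challenged with compound, and its growth is measured against matched vehicle-treated controls.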
yeast cln2 rad14 – NCI yeast anticancer drug screen, S. cerevisiae cln2 rad14 strain. % growth inhibition at 50 µM. actives 8.3% (n = 78,000);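 also: 0% = growth of vehicle-only cultures of the same strain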
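Readout is yeast growth inhibition versus vehicle-treated controls, using a strain with cln2 and rad14 alterations exposed to compound.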
rad50 – NCI yeast anticancer drug screen, S. cerevisiae rad50 strain; % growth inhibition at 50 µM; actives 10% (n = 79,000); AID 155;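 also: 0% = growth of vehicle-only cultures of the same strain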
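Cells are treated with compound, grown, and their growth is then scored against vehicle-only cultures of the same repair-deficient yeast strain.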
yeast mec2-1 – NCI yeast anticancer drug screen, S. cerevisiae mec2-1 strain; growth inhibition, % at 50 µM; actives 9% (n = 79,000); AID 157;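 also: 0% = growth of vehicle-only cultures of the same strain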
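Cells of the genetically defined mec2-1 yeast strain are incubated with test compound. Inhibition of growth is calculated against vehicle-treated controls.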
* hit, by the source's call; / = not tested or not shown; & = joins results of further samples; ! = not active in a repeat. Rule as the data show it: active = growth inhibition above about 70%; inactive = the rest.

Abbreviations: A = bub3; B = yeast sgs1 mgt1; C = mlh1 rad18; D = yeast cln2 rad14; E = rad50; F = yeast mec2-1
CC(=O)Nc1ccc2c(c1)/C(=N/O)c1ccccc1-2
  A: 72* | B: 75* | C: 77* | D: 64 | E: 67 | F: 42

Cc1cc(NC(C)C)c(C)cc1NC(C)C
  A: 34 | B: 47 | C: 44 | D: 22 | E: 49 | F: 32

COc1cc2c(cc1OC)C[N+]1(C)CCc3cc(OC)c(OC)cc3C1C2 (configuration not stated)
  A: -8 | B: -10 | C: -6 | D: 9 | E: -16 | F: -31

C=CCSc1ncnc2c1c(Br)cn2C1OC(CO)C(O)C1O (configuration not stated)
  A: 97* | B: 97* | C: 98* | D: 98* | E: 96* | F: 98*

CCN1CCCC1CO (configuration not stated)
  A: -4 | B: -10 | C: 7 | D: 0 | E: -1 | F: -25

Cc1ccccc1CN
  A: 18 | B: -11 | C: 24 | D: 1 | E: 29 | F: 3

Oc1ccc2ccccc2c1N=Nc1ccsc1
  A: 13 | B: 15 | C: 14 | D: 15 | E: 9 | F: 9

O=S(=O)(O)c1cc(N=Nc2ccc(O)cc2)ccc1/C=C/c1ccc(N=Nc2ccc(O)cc2)cc1S(=O)(=O)O
  A: -20 | B: -10 | C: -2 | D: -4 | E: -32 | F: -42

N#Cc1c(N)[n+]([O-])c2c([n+]1[O-])CCCC2
  A: -15 | B: 7 | C: -3 | D: -43 | E: 11 | F: 3

OCC#CC#CCO
  A: -16 | B: 9 | C: -1 | D: -1 | E: -4 | F: -7

c1ccc(-c2nn(-c3ccccc3)[n+](-c3ccccc3)n2)cc1
  A: 31 | B: 22 | C: 4 | D: 24 | E: 5 | F: 1

CC(C)CCOC(=O)C(=O)OCCC(C)C
  A: 10 | B: -15 | C: 3 | D: -51 | E: 6 | F: 4

N#CC1CSCC1=O (configuration not stated)
  A: 10 | B: -20 | C: -2 | D: -13 | E: -6 | F: -9

O=c1cc2cccccc-2cc1O
  A: 92* | B: 84* | C: 86* | D: 86* | E: 87* | F: 70*

Cc1cc(N(CCC#N)CCC#N)ccc1C=Nc1ccc(C(=O)NN2C(=O)/C(=C/c3ccc(N(CCC#N)CCC#N)cc3)N=C2c2cc([N+](=O)[O-])ccc2Cl)cc1
  A: 5 | B: 3 | C: 8 | D: 24 | E: 18 | F: 10

C=C(CC(=O)OCCCl)C(=O)OCCCl
  A: 11 | B: 32 | C: 5 | D: -16 | E: -12 | F: -20

O=C[c-]1[c-][c-][c-][c-]1.[Fe+2].[c-]1[c-][c-][cH-][c-]1
  A: 52 | B: 58 | C: 14 | D: 49 | E: 44 | F: 58

COc1ccc(/C=C/c2cccc[n+]2C)cc1
  A: -10 | B: -7 | C: -11 | D: 1 | E: 1 | F: 1

CC(=O)Nc1c(Br)cc2c(c1Br)C(=O)c1cc(Br)ccc1-2
  A: 7 | B: -11 | C: -13 | D: -17 | E: 5 | F: -4

O=C(O)C(=Cc1ccc(-c2ccc([N+](=O)[O-])cc2)o1)C(=O)O
  A: 16 | B: -13 | C: 12 | D: 30 | E: 7 | F: 1

CS(=O)(=O)c1ncc(Br)cn1
  A: 6 | B: 5 | C: 8 | D: 17 | E: 16 | F: -7

Cc1ccc(SC(=O)N2C(=S)NC(=NC3CCCCC3)C23CCCCC3)cc1
  A: -33 | B: -4 | C: -24 | D: -41 | E: -14 | F: -9

COC(C)C(NC(=O)C1CCCN1C)C1OC(SCCOC(=O)c2ccccc2O)C(O)C(O)C1O (configuration not stated)
  A: 3 | B: -14 | C: 32 | D: 13 | E: 8 | F: 6

CC(C)c1ccc2nc3ccc(C(=O)NCCN4CCN(c5ccccc5)CC4)cn3c(=O)c2c1
  A: -8 | B: 13 | C: 5 | D: -8 | E: 12 | F: 17

Oc1ccc2ccccc2c1Cc1c(O)ccc2ccccc12
  A: 49&16 | B: 100*! | C: 99*! | D: 98*! | E: 99*! | F: 23&30

O=C(NC(=S)N1CC=CCC1)c1ccccc1
  A: 45 | B: 26 | C: 21 | D: -2 | E: 14 | F: 17

COC1/C=C/C(C)C(C(C)C(OC)C(C)CCC(=O)C(C)C(C/C=C/N(C)C=O)OC)OC(=O)/C=C/C=C(\C)CC(OC)C(OC)C2=CC(=O)O[C@@H](C(C)C(OC)CC(OC)/C=C/C(C)C(O)C1)[C@H]2O (some centres not stated)
  A: 88* | B: 90* | C: 91* | D: 90* | E: 87* | F: 90*

CCOC(C#CC(C)=O)OCC
  A: 46 | B: 23 | C: 48 | D: 7 | E: 31 | F: 31

O=C1NC2CCC(NC(=O)N1c1ccccc1)C1=C2C1
  A: -3 | B: -6 | C: -32 | D: -1 | E: -29 | F: -9

[N-]=[N+]=NCC(O)Cn1cnc2c(NC(=O)c3ccccc3)ncnc21 (configuration not stated)
  A: 9 | B: 1 | C: 7 | D: -16 | E: -15 | F: 0

COC(=O)Nn1c(C)c(C(=O)OC)c(C(=O)Nc2ccccc2)c1-c1ccccc1
  A: 5 | B: -5 | C: 24 | D: -1 | E: 6 | F: -3

CC(C)NC(=O)OCc1c(COC(=O)NC(C)C)c2n(c1-c1ccc(Cl)c(Cl)c1)CCS2(=O)=O
  A: -2 | B: 4 | C: 8 | D: -36 | E: 0 | F: 2

COc1ccc(C(=O)C(C(=O)CCC(=O)Nc2ccc(C)c(C)c2)c2ccc(OC)cc2)cc1 (configuration not stated)
  A: 29 | B: -6 | C: 6 | D: -6 | E: 12 | F: 14

Cc1cc(N=Cc2cccs2)cc(Cl)c1O
  A: 42 | B: 5 | C: 25 | D: 12 | E: 22 | F: 14

COc1cccc(OCCC#N)c1
  A: -22&-8 | B: 31&-5 | C: 45&-2 | D: 20&-35 | E: 73*! | F: 5&4

CN(C)N=Nc1ccc([N+](=O)[O-])cc1Cl
  A: -35 | B: -5 | C: -7 | D: -33 | E: -8 | F: 5

O=[N+]([O-])c1cccc2nc3ccccc3c(NCCNCCO)c12
  A: 11 | B: 80* | C: 88* | D: 77* | E: 75* | F: 51

OC1CCOc2ccccc21 (configuration not stated)
  A: -15 | B: -11 | C: -6 | D: 10 | E: -30 | F: 10

Cc1ccc(C(CCC#N)OC(C)C)cc1 (configuration not stated)
  A: 3 | B: 25 | C: 21 | D: 12 | E: 1 | F: 20

COc1cc(C(=O)O)cc(OC)n1
  A: -17 | B: -7 | C: 8 | D: -36 | E: 11 | F: 4

C/C(N=NS(=O)(=O)c1ccccc1)=C1\C=CC=CN1O
  A: 13 | B: -5 | C: -9 | D: 2 | E: -8 | F: -2

CCCCCCOC(=O)NC1c2ccccc2Oc2ccccc21
  A: 7 | B: 10 | C: 3 | D: -7 | E: 0 | F: 7

NC(=S)Nc1ccc(Br)cc1
  A: -4 | B: 26 | C: 8 | D: 35 | E: -1 | F: 24

NCCCCN
  A: -30 | B: -40 | C: -19 | D: 8 | E: -12 | F: -16

CC1OC(=O)c2cc3ccccc3cc2O1 (configuration not stated)
  A: -19 | B: 6 | C: 0 | D: -31 | E: -8 | F: -6

CC(=O)Nc1ccc(CCc2ccc(NC(C)=O)cc2)cc1
  A: 6 | B: -7 | C: -12 | D: -60 | E: -3 | F: -14

C/C(N=NC(=S)N1CC2CCC(CC2)C1)=C1\C=CC=CN1O
  A: 78* | B: 82* | C: / | D: 70 | E: 80* | F: 86*

CN(C)CCSCC(=O)N1c2ccccc2Sc2ccc(Cl)cc21
  A: 8 | B: -3 | C: 0 | D: 18 | E: -5 | F: -7

N#CC(NCCc1ccccc1)c1ccccc1 (configuration not stated)
  A: -57 | B: -33 | C: -4 | D: -20 | E: 2 | F: -3

CCCCC1(O)c2ccc3ccccc3c2C(O)(CCCC)c2cccc(-c3ccccc3)c21 (configuration not stated)
  A: -3 | B: 10 | C: 39 | D: -2 | E: 24 | F: 0

(next part)
Every second line gives: bub3, yeast sgs1 mgt1, mlh1 rad18, yeast cln2 rad14, rad50, yeast mec2-1
O=C1CCSC(=S)N1c1ccc(N=Nc2ccccc2)cc1
  94*, 97*, 95*, 84*, 75*, 98*
CCCSC(=O)Nc1ccc(Cc2ccc(NC(=O)SCCC)cc2)cc1
  16, 17, 14, 22, 2, -17
CCOC(C)(Cc1ccccc1[N+](=O)[O-])OCC
  -4, -4, 18, 2, 11, 4
COc1ccc(Br)c(C(=O)Sc2nnnn2-c2cccc(Cl)c2)c1
  88*, 88*, 85*, 76*, 88*, 89*
CC(NC(=O)N=Nc1ccccc1)C(=O)O (configuration not stated)
  -11, -10, 6, -39, -3, -9
CC1(O)CCCCCCC1 (tested in a mixture with another compound)
  0, 9, -22, 8, -9, -52
CC(C)c1ccc(C(=O)OCCCc2ccccc2)cc1
  4, 18, 1, -11, 9, -6
Cc1nc2ccccc2n1N
  -7, 2, 5, -11, 6, 11
CC(=O)CCC1(C)CCCC(C)(C)CC1=O (configuration not stated)
  -28, 4, -12, -10, -1, 5
CC(=O)Nc1c(I)c(C(=O)NC2C(O)OC(CO)C(O)C2O)c(I)c(N(C)C(C)=O)c1I (configuration not stated)
  -22, -14, -38, -22, -27, 5
Cc1cc(NC(=O)NC(=O)c2ccccc2NC(=O)C(C)N)ccc1Oc1ncc(Br)cn1 (configuration not stated)
  -12, -1, -39, 4, 0, -2
CCCCNc1nc(SC)nc2nc[nH]c12
  -26, -41, -4, -21, -9, -10
CCCC1(c2ccccc2)SCC(=O)NC1=O (configuration not stated)
  -14, -17, -26, -26, 31, 0
COC1CCC2(C)C(=CCC3C4CC(OC(C)=O)CC4(C)CCC32)C1 (configuration not stated)
  -7, -4, -4, 10, 5, 0
CCOC(=O)C(=O)Nc1cc(Cl)ccc1Cl
  44, 13, 38, 27, -28, 5
CCCCC(CC)CN(CC)CC (configuration not stated)
  3, -26, 5, -10, -11, -4
O=C(O)CSCC(=O)Nc1cc(C(F)(F)F)cc(C(F)(F)F)c1
  17, 17, 9, 10, -2, -11
CCOC(=O)/C(C#N)=C\c1ccccc1
  19, 17, 26, 17, 37, 25
C=CCCN1CCc2c([nH]c3ccccc23)C1C(=O)O (configuration not stated)
  -1, -11, -21, -65, -16, -8
Cc1c(C)c(CCl)c(C)c(C)c1CCl
  62, 75*, 82*, 72*, 88*, 86*
O=C1N(c2ccc(Cl)cc2)C(=O)C2(SC=NN2Cc2ccccc2)N1c1ccc(Cl)cc1 (configuration not stated)
  -15, -40, -30, 7, -37, 4
COC1/C=C/OC2(C)Oc3c(C)c(OC(C)=O)c4c(c3C2=O)C(=O)C=C(NC(=O)/C(C)=C\C=C\C(C)C(OC(C)=O)C(C)C(O)C(C)C(OC(C)=O)C1C)C4=O (configuration not stated)
  9, 26, 43, 22, 14, 21
Cc1ccc2nc(C)sc2c1
  -10, 12, 17, 13, -1, -28

In the list so far, 13 contain four or more nitrogen atoms.
Every second line gives: bub3, yeast sgs1 mgt1, mlh1 rad18, yeast cln2 rad14, rad50, yeast mec2-1
O=S(=O)(O)c1cc(N=Nc2ccc(O)cc2)ccc1/C=C/c1ccc(N=Nc2ccc(O)cc2)cc1S(=O)(=O)O
  -20, -10, -2, -4, -32, -42
N#Cc1c(N)[n+]([O-])c2c([n+]1[O-])CCCC2
  -15, 7, -3, -43, 11, 3
c1ccc(-c2nn(-c3ccccc3)[n+](-c3ccccc3)n2)cc1
  31, 22, 4, 24, 5, 1
Cc1cc(N(CCC#N)CCC#N)ccc1C=Nc1ccc(C(=O)NN2C(=O)/C(=C/c3ccc(N(CCC#N)CCC#N)cc3)N=C2c2cc([N+](=O)[O-])ccc2Cl)cc1
  5, 3, 8, 24, 18, 10
CC(C)c1ccc2nc3ccc(C(=O)NCCN4CCN(c5ccccc5)CC4)cn3c(=O)c2c1
  -8, 13, 5, -8, 12, 17
[N-]=[N+]=NCC(O)Cn1cnc2c(NC(=O)c3ccccc3)ncnc21 (configuration not stated)
  9, 1, 7, -16, -15, 0
CN(C)N=Nc1ccc([N+](=O)[O-])cc1Cl
  -35, -5, -7, -33, -8, 5
O=[N+]([O-])c1cccc2nc3ccccc3c(NCCNCCO)c12
  11, 80*, 88*, 77*, 75*, 51
C/C(N=NC(=S)N1CC2CCC(CC2)C1)=C1\C=CC=CN1O
  78*, 82*, /, 70, 80*, 86*
COc1ccc(Br)c(C(=O)Sc2nnnn2-c2cccc(Cl)c2)c1
  88*, 88*, 85*, 76*, 88*, 89*
Cc1cc(NC(=O)NC(=O)c2ccccc2NC(=O)C(C)N)ccc1Oc1ncc(Br)cn1 (configuration not stated)
  -12, -1, -39, 4, 0, -2
CCCCNc1nc(SC)nc2nc[nH]c12
  -26, -41, -4, -21, -9, -10
O=C1N(c2ccc(Cl)cc2)C(=O)C2(SC=NN2Cc2ccccc2)N1c1ccc(Cl)cc1 (configuration not stated)
  -15, -40, -30, 7, -37, 4

3 structures already listed, sorted by SMILES length, highest first.
Every second line gives: bub3, yeast sgs1 mgt1, mlh1 rad18, yeast cln2 rad14, rad50, yeast mec2-1
COc1ccc(/C=C/c2cccc[n+]2C)cc1
  -10, -7, -11, 1, 1, 1
CC(=O)CCC1(C)CCCC(C)(C)CC1=O (configuration not stated)
  -28, 4, -12, -10, -1, 5
Oc1ccc2ccccc2c1N=Nc1ccsc1
  13, 15, 14, 15, 9, 9
